# From PubChem BioAssay
# CCT modulator: High-Throughput Screening for Modulators of Cytosolic Chaperonin Activity | 360,000 tested, 0.3% active | activity change, % (test concentration not listed), hits read low | purified chaperonin ATPase assay, HTRF ADP detection, 30 min | AID 651819, 2012; in the data active = activity change below about -30%; note: % is set by controls: 0 for no effect and ±100 for the full control effect
#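 ATPase activity: ADP formed was measured by HTRF Transcreener (665/615 nm ratio) after 30 min at 37 deg C with 10 uM ATP. Compounds screened at one 76 uM concentration against 40 or 20 nM TRiC in Tris pH 7.4/KCl/MgCl2/DTT buffer.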
# IL2 activator: qHTS of IL-2 Activators | 360,000 tested, 0.065% active | AID 652025, 2013 | activation, % (series mostly up to about 46 µM) | IL-2 activation reporter assay, cell-based qHTS; stimulated with anti-CD3/CD4/CD28 beads; in transgenic mouse T cells; in the data active = activation above about 50%; inconclusive = mostly about 30% to 49%; note: 0% is about no effect
#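 Readout is EGFP and DsRed signal by fluorescent plate cytometry after 18 h at 37 degrees C. Transgenic mouse T cells (750/well) received compound for 60 min before bead stimulation (anti-CD3, anti-CD4, anti-CD28); memory T cells served as non-tolerant control.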
# EPAC1 antag: qHTS for Antagonist of cAMP-regulated guanine nucleotide exchange factor 3 (EPAC1): primary screen | Rap guanine nucleotide exchange factor 3 (Homo sapiens), O95398 | EPAC1 GEF assay, Rap1b-BODIPY-GDP exchange fluorescence | Potency, µM (series often up to 115 µM), without a hit: at the top dose activity change, negative = inhibition, actives largely listed as inhibitors | 360,000 tested, 0.14% active;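 note: potency is the fitted concentration of half-maximal effect; plate controls were vehicle for no effect and positive control for full effect; nearly all actives have a fitted effect of over 50% in size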
# EPAC1 agonist: qHTS for Agonist of cAMP-regulated guanine nucleotide exchange factor 3 (EPAC1): primary screen; Rap guanine nucleotide exchange factor 3 (Homo sapiens), O95398; EPAC1 agonist qHTS, biochemical assay; response scale: 100% = response to 6.5 mM cAMP; Potency, µM (titrated, usually from 154 µM), without a hit: top-dose activation, hits mostly activators; 360,000 tested, 0.073% active; AID 720707, 2013; note: potency is the fitted concentration of half-maximal effect; nearly all actives have a fitted effect of over 60% in size
#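 Normalized to 6.5 mM cAMP, activity reflects EPAC1-catalysed release of BODIPY-GDP from Rap1B, followed kinetically over 30 min at 480 nm excitation, 540 nm emission. Reaction contained 100 nM EPAC1, 250 nM Rap1B-BODIPY-GDP, 50 uM GDP.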
# EPAC2 agonist: qHTS for Agonist of cAMP-regulated guanine nucleotide exchange factor 4 (EPAC2): primary screen; EPAC2 activation, biochemical qHTS; response scale: 100% = 6.5 mM cAMP response; 360,000 tested, 0.079% active; Potency, µM (doses to about 154 µM), without a hit: at the highest dose activation, hits mostly activators; AID 720711, 2013; Rap guanine nucleotide exchange factor 4 (Homo sapiens), Q8WZA2; note: potency is the fitted concentration of half-maximal effect; nearly all actives have a fitted effect of over 50% in size
#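 Setup: EPAC2 100 nM, labeled Rap1B complex 250 nM, free GDP 50 uM. Compound titrations pinned in, brief spin, 5 min room temperature incubation. Kinetic fluorescence read over 30 min, normalized to 6.5 mM cAMP.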
# WRN helicase inh: qHTS for Inhibitors of WRN Helicase; Bifunctional 3'-5' exonuclease/ATP-dependent helicase WRN (Homo sapiens), Q14191; WRN helicase unwinding, fluorescent forked duplex, kinetic; Potency, µM (highest dose often 114 µM), for inactives: top-dose activity change, negative = inhibition, usual class: inhibitors; 360,000 tested, 0.46% active; AID 651768, 2012; note: potency is the fitted concentration of half-maximal effect; % is set by controls: 0 for no effect and ±100 for the full control effect; nearly all actives have a fitted effect of over 55% in size
#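 Kinetic red-fluorescence monitoring (525/598 nm) tracks WRN helicase activity after 100 nM fluorophore-quencher forked duplex and 2 mM ATP are added to 20 nM enzyme pretreated 15 min at room temperature with compound.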
# PLK1 PBD block: qHTS for Inhibitors of PLK1-PDB (polo-like kinase 1 - polo-box domain): Primary Screen | Serine/threonine-protein kinase PLK1 (Homo sapiens), P53350 | Plk1 PBD binding of FITC phosphopeptide, fluorescence polarization | Potency, µM, for inactives: max response, negative = inhibition, hits mostly inhibitors | 360,000 tested, 2.8% active; note: potency is the fitted concentration of half-maximal effect; series mostly up to about 57 µM; % is set by controls: 0 for no effect and ±100 for the full control effect; nearly all actives have a fitted effect of over 65% in size
# Target sequence (P53350 whole entry, looked up, the tested form may be a part): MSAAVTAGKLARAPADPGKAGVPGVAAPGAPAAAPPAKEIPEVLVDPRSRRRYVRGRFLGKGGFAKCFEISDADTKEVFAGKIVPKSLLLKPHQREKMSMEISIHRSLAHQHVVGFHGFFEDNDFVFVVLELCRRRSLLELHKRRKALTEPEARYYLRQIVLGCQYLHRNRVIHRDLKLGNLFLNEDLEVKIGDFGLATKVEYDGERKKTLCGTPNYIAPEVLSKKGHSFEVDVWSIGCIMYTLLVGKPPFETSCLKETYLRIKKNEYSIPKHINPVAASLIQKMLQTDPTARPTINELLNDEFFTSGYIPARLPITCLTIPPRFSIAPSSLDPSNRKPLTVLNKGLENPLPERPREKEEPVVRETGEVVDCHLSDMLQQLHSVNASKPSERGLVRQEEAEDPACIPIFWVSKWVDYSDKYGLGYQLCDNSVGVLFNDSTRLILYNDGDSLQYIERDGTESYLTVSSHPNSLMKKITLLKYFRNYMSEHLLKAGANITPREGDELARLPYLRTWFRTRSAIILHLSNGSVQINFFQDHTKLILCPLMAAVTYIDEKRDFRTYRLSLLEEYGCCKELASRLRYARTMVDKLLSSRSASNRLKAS
# PI5P4Ka inh: qHTS for Inhibitors of phosphatidylinositol 5-phosphate 4-kinase (PI5P4K). Phosphatidylinositol 5-phosphate 4-kinase type-2 alpha (Homo sapiens), P48426. max response, %. 330,000 tested, 1.2% active. PI5P4Kalpha enzyme, ADP-Glo luminescence, 60 min; hits give low values; active = max response of -50% or lower; inconclusive = between -30% and -50%; inactive = -30% or higher; note: value at the top dose of about 77 µM; % is set by controls: 0 for no effect and ±100 for the full control effect
# Target sequence (P48426 whole entry, looked up): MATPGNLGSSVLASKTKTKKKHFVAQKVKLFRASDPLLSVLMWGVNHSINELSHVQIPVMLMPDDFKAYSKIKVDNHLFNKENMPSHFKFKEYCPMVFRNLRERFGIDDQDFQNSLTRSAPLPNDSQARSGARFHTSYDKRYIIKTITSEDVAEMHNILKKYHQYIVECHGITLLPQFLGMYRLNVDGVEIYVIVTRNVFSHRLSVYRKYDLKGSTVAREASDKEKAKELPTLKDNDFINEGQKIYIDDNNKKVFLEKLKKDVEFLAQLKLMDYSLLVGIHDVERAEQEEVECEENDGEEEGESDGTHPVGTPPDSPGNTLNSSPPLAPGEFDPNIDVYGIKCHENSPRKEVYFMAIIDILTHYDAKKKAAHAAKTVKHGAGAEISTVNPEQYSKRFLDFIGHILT
#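 ADP-Glo luminescence end-point after a 60 min room-temperature kinase reaction. PI5P4Kalpha and substrate in HEPES pH 7.4 buffer with EGTA, 0.1% CHAPS and 5% DMSO; ATP at 5 microM final.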
# The depositor's hits bear a star; ? = inconclusive; / = not tested or not shown; [ ] = remark or other dose. Unless noted, calls come from the whole dose curve; as a rule, active = well fitted curve in the direction sought with a large enough effect; inconclusive = small, poorly fitted or top-dose-only effect, or another doubt; inactive = no such curve, though single readings can be large; an effect the other way counts as inactive or inconclusive.
[1] Cc1cccc(CCNS(=O)(=O)c2cc3c(cc2C)NC(=O)CO3)c1
[2] O=C(CN1C(=O)NC2(CCCC2)C1=O)Nc1ccccc1
[3] O=C(c1ccc(F)c(S(=O)(=O)N2CCOCC2)c1)N1CCc2ccccc21
[4] COCCNC(=O)C1(C)CCN(C(=O)/C=C/c2ccccc2)C1 (stereo not given)
[5] COC(=O)c1c(NC(=O)c2nc3ccccc3s2)sc2c1CCN(C(C)=O)C2
[6] C[C@]12C(=O)N(c3ccc(C(F)(F)F)cc3)C(=O)N1[C@H]1c3ccccc3OC[C@@H]1[C@H]2c1ccccc1
[7] S=c1[nH]nc(COc2ccccc2)n1/N=C/c1ccc(Cl)cc1
[8] CC(C)(C)OC(=O)N1CCC(CC2CC(c3cccc(Br)c3)=NO2)(C(=O)NCC2CCCCC2)CC1 (stereo not given)
[9] O=[N+]([O-])c1ccc(C[n+]2ccc(Cc3ccccc3)cc2)cc1
[10] Cc1cc(C(=O)Nc2ccccc2Cl)c2ccccc2n1
assay / compound,1,2,3,4,5,6,7,8,9,10
CCT modulator,-1.1,-3.4,-0.9,-1.6,0.6,-0.1,-0.5,-0.1,-1.2,-4.9
IL2 activator,-2.3,1.7,0.6,-0.3,-1.8,3.0,0.9,-0.3,1.4,0.6
EPAC1 antag,-15%,6%,-5%,4%,-3%,-5%,-5%,-17%,18%,0%
EPAC1 agonist,1%,9%,?,-3%,-11%,7%,2%,-31%[inhibitor],8%,3%
EPAC2 agonist,-3%,9%,5%,7%,2%,4%,-2%,-1%,6%,6%
WRN helicase inh,-3%,-26%,-10%,0%,7%,-11%,-7%,1%,6%,-4%
PLK1 PBD block,1%,-2%,10%,-12%,-8%,-3%,27µM*,0%,-3%,7%
PI5P4Ka inh,0,1,-2,-1,-9,3,0,-1,-1,-2

[11] O=C(O)c1ccccc1SC1CC(=O)N(c2ccc3c(c2)OCO3)C1=O (stereo not given)
[12] CC1(C(=O)NCc2cccc(Cl)c2)Cc2c(-c3cccc(C(N)=O)c3)ccnc2O1 (stereo not given)
[13] CCOC(=O)C1=C(c2ccccc2)NC(=O)NC1c1cc(OC)c(OC)c(OC)c1 (stereo not given)
[14] CNC(=O)c1cc(Nc2nnc(-c3ccc(O)cc3)c3ccccc23)ccc1OC
[15] CN1CCN(C(=O)c2ccc3c(c2)NC(=O)C(N2CCOCC2)S3)CC1 (stereo not given)
[16] O=C(Nc1cccc(S(=O)(=O)N2CCCCC2)c1)c1cc(=O)[nH]c2ccccc12
[17] Cc1ccc(C23CC4CC(CC(CC(=O)N5CCOCC5)(C4)C2)C3)cc1
[18] COc1ccc(NC(=S)N/N=C2\CC(C)(C)Oc3ccc(OC)cc32)cc1
[19] C/C(=N\NC(=O)C1(C)CC1(Br)Br)c1ccc(NC(=O)c2ccc(C)o2)cc1 (stereo not given)
[20] COc1ccc(NC(=O)CSc2nnc(CN3CCOCC3)n2C)cc1Cl
assay / compound,11,12,13,14,15,16,17,18,19,20
CCT modulator,8.6,-1.3,-1.6,-1.8,-5.8,-3.6,-2.1,0.0,-2.3,1.7
IL2 activator,0.2,-0.6,6.6,-2.7,0.0,-4.9,-0.6,-0.7,-1.0,-1.0
EPAC1 antag,-9%,-11%,3%,-11%,6%,-1%,-9%,-12%,15%,9%
EPAC1 agonist,-10%,4%,-1%,1%,2%,6%,1%,1%,-2%,-7%
EPAC2 agonist,6%,0%,5%,3%,-1%,7%,8%,3%,8%,8%
WRN helicase inh,-16%,4%[57.1 µM],3%,-5%,2%,0%,-14%,3%,-31%[57.1 µM],-24%
PLK1 PBD block,-19%,-1%,5%,0%,-1%,-1%,-5%,-15%,5%,-11%
PI5P4Ka inh,-27,-4,0,-2,-3,-12,9,0,-15,7

# Sorted by value in PI5P4Ka inh (rising): three from the list above.
no.	canonical_smiles	PI5P4Ka inh
12	CC1(C(=O)NCc2cccc(Cl)c2)Cc2c(-c3cccc(C(N)=O)c3)ccnc2O1 (stereo not given)	-4
14	CNC(=O)c1cc(Nc2nnc(-c3ccc(O)cc3)c3ccccc23)ccc1OC	-2
18	COc1ccc(NC(=S)N/N=C2\CC(C)(C)Oc3ccc(OC)cc32)cc1	0

# (more compounds)
[21] COc1ccc(S(=O)(=O)N(CC(=O)NCCSc2ccccn2)c2ccccc2)cc1
[22] Cc1cc(=O)[nH]c(SCc2nnnn2-c2ccc(Cl)cc2)n1
[23] Cc1nonc1C(=O)N/N=C/c1ccc([N+](=O)[O-])o1
[24] CSc1ccccc1Sc1cc(C(=O)O)c2ccccc2n1
[25] Cc1c(C(O)CN2CCC(C(N)=O)CC2)c2ccccc2n1C (stereo not given)
[26] Cc1ccc(CN2CCN(C/C=C/c3ccc(F)cc3)CC2CCO)o1 (stereo not given)
[27] CCCC(=O)C1=C(O)C(C(=O)OC)C(C)(C)CC1=NC (stereo not given)
[28] COc1cc(/C=C(\C#N)C(=O)c2ccc(O)c(O)c2)cc(I)c1O
[29] O=C(CSc1ncn[nH]1)Nc1ccc(Br)cc1F
[30] Cc1ccn2c(CNCC3COCCO3)c(C(=O)N3CCCCCC3)nc2c1 (stereo not given)
assay / compound,21,22,23,24,25,26,27,28,29,30
CCT modulator,1.6,-2.6,0.9,-0.5,-3.0,-3.1,0.3,0.6,-2.7,0.1
IL2 activator,-0.9,-0.2,0.0,0.5,-0.3,-0.9,-1.5,0.2,-0.3,-0.3
EPAC1 antag,-7%,13%,4%,-5%,7%,-5%,0%,?,17%,7%
EPAC1 agonist,-7%,-12%,8%,-3%,-3%,-2%,-22%,-4%,6%,-1%
EPAC2 agonist,-9%,1%,9%,-7%,7%,4%,4%,12%,8%,3%
WRN helicase inh,-11%,2%,-9%,0%,5%,3%,-11%[57.1 µM],1.2µM*,3%,-12%
PLK1 PBD block,-1%,?,0%,?,-5%,-12%,0%,40%[activator],-2%,6%
PI5P4Ka inh,2,-8,-3,4,1,-1,0,-85*,-6,3

[31] Cc1ccc(OCCCCNC(C)(C)C)c([N+](=O)[O-])c1
[32] COCCN(C(=O)COC(=O)/C=C/c1ccc(Cl)c(Cl)c1)c1c(N)n(Cc2ccccc2)c(=O)[nH]c1=O
[33] O=C(C1CCN(Cc2nc(Cc3cccc(F)c3)no2)CC1)N1CCOCC1
[34] COc1ccc2cc(CN(CC3CCCO3)S(=O)(=O)c3ccccc3)c(=O)[nH]c2c1 (stereo not given)
[35] C[C@H](CO)N1C[C@H](C)[C@H](CN(C)S(=O)(=O)c2ccccc2)OCc2ccccc2-c2c(n(C)c3ccccc23)C1=O
[36] CC(C)CC(=O)N1CCN(Cc2ccc(C(F)(F)F)cc2)CC1
[37] C/C(C/C(C)=C1/SC(=S)NC1=O)=C1\SC(=S)NC1=O
[38] COc1ccc(N2C(=O)CC(Sc3n[nH]c(-c4cccc(C)c4)n3)C2=O)cc1 (stereo not given)
[39] CCCc1cc(-c2n[nH]c(=S)n2C(C)c2ccccc2)cs1 (stereo not given)
[40] Cc1ccccc1[C@@H](NC(=O)OC(C)(C)C)C(=O)OC(C)(C)C
assay / compound,31,32,33,34,35,36,37,38,39,40
CCT modulator,0.6,-4.4,2.4,2.3,2.8,1.1,-1.7,-2.7,-1.5,0.6
IL2 activator,-1.3,-1.8,1.2,-0.1,0.4,-0.3,4.2,-3.8,-2.0,-1.3
EPAC1 antag,-3%,-10%,-1%,-12%,14%,-12%,20µM*,3%,-16%,-3%
EPAC1 agonist,10%,2%,3%,2%,-13%,-8%,-3%,-5%,?,-25%
EPAC2 agonist,0%,0%,4%,11%,-2%,-2%,14%,26%,?,-2%
WRN helicase inh,0%,3%,8%,-15%,7%,9%,28µM*,-4%,-7%,-14%
PLK1 PBD block,-2%,-2%,-9%,-2%,5%,9%,19µM*,?,-10%,-4%
PI5P4Ka inh,0,0,-7,/,-11,-1,-105*,-18,/,13

[41] O=C(O)c1oc2ccccc2c1CSc1ccc(Cl)cc1
[42] Cn1cc(C(=O)NCCc2ccccc2)c(=O)c2cc(S(=O)(=O)N3CCOCC3)ccc21
[43] Cc1nn(Cc2ccccc2)c(C)c1/C=N/NC(=O)c1ccncc1
[44] CCc1nc2c(OCCC3CCCCC3)cccn2c1N(C)C(=O)c1ccc(OC)cc1
[45] COc1ccccc1NC(=S)N1CC(C)OC(C)C1 (stereo not given)
[46] CC(=O)c1cccc(NC(=S)N2CCN(CCN3C(=O)c4cccc5cccc(c45)C3=O)CC2)c1
[47] CCOc1ccc(OCCCC(=O)Nc2cc(S(=O)(=O)N3CCOCC3)ccc2N2CCOCC2)cc1
[48] Cc1ccc(C(=O)N/C(=C/c2ccco2)C(=O)NCCCn2ccnc2)cc1
assay / compound,41,42,43,44,45,46,47,48
CCT modulator,-1.5,-2.5,-4.0,1.2,-1.4,0.1,-0.9,-0.1
IL2 activator,0.1,-1.1,-0.4,1.4,0.4,-0.4,0.6,0.1
EPAC1 antag,-7%,5%,-3%,-23%,-29%,-14%,?,19%
EPAC1 agonist,-8%,-7%,-4%,-10%,4%,1%,5%,2%
EPAC2 agonist,9%,4%,5%,4%,16%,-7%,13%,5%
WRN helicase inh,-2%,5%,-4%,-14%,1%,4%,6%,-21%[57.1 µM]
PLK1 PBD block,?,30µM*,-11%,-2%,-10%,1%,-14%,5%
PI5P4Ka inh,-11,-22,0,-22,3,-6,3,-10

# Marked active in EPAC1 antag, of those listed so far:
No.	SMILES	CCT modulator	EPAC1 antag	WRN helicase inh	PLK1 PBD block	PI5P4Ka inh
37	C/C(C/C(C)=C1/SC(=S)NC1=O)=C1\SC(=S)NC1=O	-1.7	20µM*	28µM*	19µM*	-105*

# Some values from the list.
# In WRN helicase inh, compound 43 is listed with -4%
# In EPAC2 agonist, compound 47 is listed with 13%

# Some of the compounds tested; the hit share may differ from the screen's.
